Screening data from PubChem.
USP30 block: inhibitors of human USP30 deubiquitinase; Q70CQ3; AID 1645860; purified USP30, Ub-rhodamine cleavage fluorescence; 5.3% of 47,000 active; inhibition, % at 25 µM
USP10 inh: human USP10 deubiquitinase inhibition | Q14694 | purified USP10, Ub-rhodamine fluorescence, 60 min | inhibition, % at 20 µM | 1.1% of 47,000 active
USP8 inh: inhibitors of human USP8 deubiquitinase | purified USP8, Ub-rhodamine cleavage fluorescence, 30 min | AID 1645853 | inhibition, % at 20 µM | P40818 | 4.2% of 47,000 active
UCHL1 block: blocks human UCHL1 ubiquitin-rhodamine cleavage; purified UCHL1, Ub-rhodamine cleavage fluorescence; inhibition, % at 20 µM; 0.2% of 47,000 active; AID 1645859
USP7 block: inhibitors of human USP7 deubiquitinase; Q93009; purified USP7, Ub-rhodamine cleavage fluorescence; inhibition, % at 20 µM; 0.3% of 47,000 active
USP28 inh: blocks human USP28 ubiquitin-rhodamine cleavage; purified USP28, Ub-rhodamine cleavage fluorescence, 30 min; inhibition, % at 25 µM; 3% of 47,000 active; AID 1645857
OTUD3 inh: inhibitors of human OTUD3 deubiquitinase. Q5T2D3. purified OTUD3, Ub-rhodamine fluorescence, 2 h. inhibition, % at 25 µM. 0.7% of 47,000 active. AID 1645858
USP17 inh: inhibitors of human USP17 deubiquitinase | purified USP17, Ub-rhodamine cleavage fluorescence, 3 h | A8MUK1 | AID 1645855 | inhibition, % at 50 µM | 6.5% of 47,000 active
Active calls of the source: *; . = no result given. No stated cut-off is given here; in the data, active means inhibition above about 30%; inactive means the rest. This is a subset; the hit share may differ from the screen's.

SMILES | USP30 block | USP10 inh | USP8 inh | UCHL1 block | USP7 block | USP28 inh | OTUD3 inh | USP17 inh
c1ccc(N2CCCC3(CN(Cc4ccncc4)CCO3)C2)nc1 (configuration not stated) | -96 | -1 | -49 | -2 | 0 | -25 | -20 | -30
COc1cc(N2CCCC3(COCCN(CC4CC4)C3)C2)ncn1 (configuration not stated) | 17 | 2 | -39 | 2 | 7 | 10 | 20 | 1
CC(C)CNC(=O)C1=NOC2(CCCNC2)C1 (configuration not stated) | -7 | 0 | -159 | -4 | -1 | -4 | -8 | -2
O=C1CSC(c2cccc([N+](=O)[O-])c2)c2c(n(C3CCCCCC3)[nH]c2=O)N1 (configuration not stated) | 28 | 10 | 40* | 3 | 1 | 8 | 19 | .
COc1ccccc1-c1cc([C@H]2CN3CC[C@H]2C[C@@H]3CN)n(C)n1 | -199 | -9 | 54* | -66 | -46 | -71 | -47 | 0
C/C=C/COC(=O)C1=C(C)N[C@]2(C)C[C@H]1c1ccccc1O2 | -14 | 1 | -1 | 5 | -8 | 2 | -7 | 8
O=C1CSC(c2ccccc2)c2c(n(C3CCCC3)[nH]c2=O)N1 (configuration not stated) | 5 | 3 | 0 | -1 | -1 | -10 | 0 | 4
CCC(C)CC(C)CC(C)/C=C(\C)C1OC(O)(C(C)(O)C(=O)NC2C(=O)N3NCCCC3C(=O)N(O)CC(=O)N(C)CC(=O)NCC(=O)N(C)CC(=O)OC2C(C)C)CCC1OC (configuration not stated) | -1 | 0 | 2 | 0 | 0 | -2 | -11 | -6
COc1ccc2c(c1)C(=O)NC1(CCNC1)CC2 (configuration not stated) | 10 | 0 | 17 | 1 | 1 | -3 | 11 | 8
CCN1C[C@]2(COC)CC[C@H](OC)C34C5C[C@@H]6[C@@H](OC)CC7(OCOC7(C13)[C@@H](O)C42)C5[C@H]6OC (some centres not stated) | 1 | -3 | -2 | -2 | 0 | -16 | -8 | -7
CN1C(=O)CCCC[C@@H]2[C@@H]1CCN2Cc1cccc2cccnc12 | . | -4 | -21 | -3 | -4 | . | -4 | -34
C=C[C@H]1CN2CC[C@H]1C[C@H]2[C@H](O)c1ccnc2ccccc12 | 0 | 2 | 11 | 4 | -19 | -4 | -1 | -36
NC1(c2nnnn2-c2ccccc2)CCCCC1 | . | 0 | 1 | -1 | 2 | . | 7 | 7
O=C(NC[C@H]1C[C@@H]2CCN1C[C@@H]2CN1CCN(c2ccccn2)CC1)Nc1ccccc1 | -9 | -2 | -25 | -3 | -2 | 0 | 1 | -5
CN1C(=O)OC2(CCN(Cc3cccc(C#N)c3)CC2)c2ccccc21 | -19 | -2 | 6 | -2 | -2 | -4 | -17 | -9
CCC(CC)n1[nH]c(=O)c2c1NC(=O)CSC2c1ccc2c(c1)OCO2 (configuration not stated) | 16 | 5 | 43* | -1 | 10 | 28 | 8 | 65*
CCOc1ccc(C2SCC(=O)Nc3c2c(=O)[nH]n3C2CCCC2)cc1 (configuration not stated) | 19 | 2 | 23 | 6 | 13 | 8 | 11 | 12
Fc1cccc(C2NCc3ccccc3-n3cccc32)c1 (configuration not stated) | 17 | 1 | 6 | 4 | 1 | 7 | 6 | 1
CCCC12CN3CC(C)(CN(C1)C3(C)C)C2=O | 2 | 2 | 4 | -3 | 1 | -4 | 0 | 0
CC(C)N1CC[C@@H]2[C@H](C1)CN2S(=O)(=O)c1cccnc1 | -35 | -3 | -12 | -1 | 2 | -10 | -8 | -23

The closing 5 entries of the section above lead into the next:
SMILES | USP30 block | USP10 inh | USP8 inh | UCHL1 block | USP7 block | USP28 inh | OTUD3 inh | USP17 inh
CCC(CC)n1[nH]c(=O)c2c1NC(=O)CSC2c1ccc2c(c1)OCO2 (configuration not stated) | 16 | 5 | 43* | -1 | 10 | 28 | 8 | 65*
CCOc1ccc(C2SCC(=O)Nc3c2c(=O)[nH]n3C2CCCC2)cc1 (configuration not stated) | 19 | 2 | 23 | 6 | 13 | 8 | 11 | 12
Fc1cccc(C2NCc3ccccc3-n3cccc32)c1 (configuration not stated) | 17 | 1 | 6 | 4 | 1 | 7 | 6 | 1
CCCC12CN3CC(C)(CN(C1)C3(C)C)C2=O | 2 | 2 | 4 | -3 | 1 | -4 | 0 | 0
CC(C)N1CC[C@@H]2[C@H](C1)CN2S(=O)(=O)c1cccnc1 | -35 | -3 | -12 | -1 | 2 | -10 | -8 | -23
COc1cccc(CN2CCC3(CC2)OC(=O)Nc2ccccc23)c1 | -133 | -2 | 3 | -9 | -10 | -20 | -19 | -26
Nc1ncnc2c1ncn2C1OC(COC2C(CO)OC(OC(C(=O)O)C(O)C(OP(=O)(O)O)C(O)C(=O)O)C(O)C2O)C(O)C1O (configuration not stated) | 17 | -1 | -5 | 2 | -5 | 9 | 16 | 15
CCC(C)[C@H]1C(=O)O[C@H](C(C)C)C(=O)N(C)[C@@H](C(C)C)C(=O)O[C@H](C(C)C)C(=O)N(C)[C@@H](C(C)C)C(=O)O[C@H](C(C)C)C(=O)N1C (some centres not stated) | -1 | 0 | 0 | 0 | -13 | -2 | 5 | 0
CN[C@H]1[C@@H]2[C@H]3CCN2C[C@@H]1O3 | -2 | 0 | -1 | -2 | 3 | -6 | -4 | -3
Cc1ccc(C(CNC(=O)c2oc3ccccc3c2C)N2CCCC2)o1 (configuration not stated) | -70 | -3 | 0 | -6 | -10 | -11 | -15 | -15
COc1cccc2c1NC(=O)C21CCN(C(=O)Nc2cccc(C)c2)CC1 | 3 | -1 | 5 | 0 | -6 | 0 | -6 | 54*
COc1c2c(c(O)c3c1C(=O)c1c(cc(O)c(C)c1O)C3=O)-c1c(cc3c(c1O)C(=O)OC3O)CC2 (configuration not stated) | 59* | 75* | 72* | 69* | 55* | 88* | 89* | 94*
COc1ccc2c(c1)nc(C(F)(F)F)n2C1CCN(Cc2ccccc2)CC1 | -8 | 1 | 4 | 0 | -4 | -10 | -7 | 0
O=C(c1cccnc1)N1CCCC[C@@H]2N[C@H](c3ccccc3)C[C@H]21 | -8 | -3 | -63 | -2 | 0 | -9 | -8 | -17
COc1ccc(C2=NCC(=O)N(Cc3nc(-c4ccccc4)oc3C)c3sccc32)cc1 | -30 | -6 | -49 | 1 | -43 | -5 | -5 | -9
C[C@@H]1N[C@@H]2CCCCCCCC(=O)O[C@H]3CC[C@@H](CCCCCCCC(=O)O[C@H]1CC2)N[C@H]3C | 0 | 0 | 2 | -2 | 0 | 0 | 9 | 0
Cc1ccc(C)c(NC(=O)CCc2nc(C3=CCN(C)CC3)no2)c1 | -113 | -3 | -10 | -8 | -9 | -25 | -17 | -21
Cc1nc(NCC2CC2)nc2c1COCC21CCN(CC2CC2)C1 (configuration not stated) | 6 | -1 | -78 | 1 | 0 | 14 | 11 | -8
N#Cc1cnn2c1NC(c1ccco1)CC2C(F)(F)F (configuration not stated) | -201 | -6 | -16 | -38 | -40 | -44 | -48 | -64
O=C1CSC(c2c(F)cccc2Cl)c2cn[nH]c2N1 (configuration not stated) | -30 | 0 | 0 | -1 | -4 | 3 | -3 | 0
CC(C)c1cc2c(c(O)c1O)[C@@]1(C(=O)O)CCCC(C)(C)[C@@H]1CC2 | 57* | 15 | 7 | 8 | 15 | 39* | 36* | 79*
CCOC(=O)[C@@H]1[C@@H](c2ccccc2)CN2CCN(C(=O)c3ocnc3C)C[C@H]12 | . | -6 | -22 | -50 | -49 | . | -10 | -183
Clc1ccc(C(OCCN2CCCCC2)c2ccccc2)cc1 (configuration not stated) | 27 | 0 | 3 | 3 | -75 | 15 | 13 | 7
CC1=C[C@@H]2/C=C(\C)CC[C@H](O)[C@H](O)/C=C/C(=O)[C@]23C(=O)N[C@@H](CC(C)C)[C@@H]3[C@@H]1C | -22 | -1 | 1 | 4 | -13 | -3 | -1 | -5
O=C(COc1ccc(Cl)cc1)N1CCN(CCc2ccccn2)CC1 | 11 | -1 | 10 | 0 | -3 | 6 | 7 | 6
CC1=CC2OC3C[C@@H](O)[C@](C)([C@@]2(CO)CC1)[C@@]31CO1 (some centres not stated) | 27 | 0 | 0 | 0 | 5 | 5 | 5 | 11
COc1cccc2c1NC(=O)C21CCN(C(=O)Nc2cccc3ccccc23)CC1 | 20 | 3 | 97* | 20 | -19 | 23 | 16 | 92*
C=C1[C@H]2C[C@]3(C4CC5[C@@]6(C)CC[C@H](O)[C@]5(C3CC2=O)C4[N+]([O-])(CC)C6)[C@@H]1O (some centres not stated) | 28 | 0 | 2 | 0 | 4 | 4 | 3 | 1
CO[C@@H]1C[C@@H](C[C@H]2CC[C@H](C)[C@@H]([C@@H](C)C(=O)O)O2)O[C@]2(O[C@](C)([C@H]3CC[C@@](C)([C@@H]4O[C@@H]([C@H]5O[C@@](O)(CO)[C@H](C)C[C@@H]5C)C[C@@H]4C)O3)C[C@H]2C)[C@@H]1C | 14 | 8 | 4 | -2 | 6 | 4 | 9 | 13
Cc1ccc(CN2CCC3(CC2)OC(=O)Nc2ccccc23)cc1 | -88 | -1 | 4 | -7 | -1 | -15 | -17 | -20
CN1CC(C(=O)c2ccc(Cl)cc2)C(c2ccc(N(C)C)cc2)C1 (configuration not stated) | 27 | 1 | 0 | 1 | . | 8 | 8 | 4
Cc1nn(C2CCOC(C)(C)C2)c2c1C(c1ccc([N+](=O)[O-])cc1)SCC(=O)N2 (configuration not stated) | 4 | 1 | -110 | -1 | -2 | -5 | 1 | -20
O=C(COc1ccccc1)N1CCN(Cc2ccc([N+](=O)[O-])cc2)CC1 | -12 | 2 | -131 | -2 | -1 | -5 | -3 | -22
Cc1noc(C)c1CN1C[C@H](Oc2cccnc2)[C@H]2OCCC[C@H]21 | -12 | 2 | 0 | -2 | 3 | -8 | 0 | -25
Cc1cccc(CN2CCC3(CCc4ccccc4C(=O)N3)C2)n1 (configuration not stated) | -1 | 1 | -8 | 0 | 0 | -3 | 0 | 0
COc1ccc2c3c4n(c2c1)[C@H](C=C(C)C)OOC(C)(C)C[C@H]4N1C(=O)[C@H]2CCCN2C(=O)[C@@]1(O)[C@@H]3OCC=C(C)C | -26 | -2 | -1 | 1 | 0 | -19 | -19 | -20
Cn1ncc2c(NCCc3cnc[nH]3)c(C(=O)O)cnc21 | . | 2 | 9 | 1 | 6 | . | 1 | 4
O=C1CN=C(c2ccccc2F)c2cc(Cl)ccc2N1 | 9 | 1 | 8 | -2 | -20 | 1 | 9 | 3
Cn1cc(CN2C[C@H](OCc3ccccn3)[C@H]3COC[C@H]32)cn1 | -10 | 0 | -32 | -1 | -2 | -5 | 3 | .
CC1(C)NC(=O)[C@H](CCCCCC(=O)C2CO2)NC(=O)[C@H]2CCCN2C(=O)[C@H](Cc2ccccc2)NC1=O (some centres not stated) | 19 | 4 | 1 | -2 | 2 | 4 | 12 | 0
CN1CCc2c(C#N)c(N3CCCC3)n3cnnc3c2C1 | -113 | -6 | -11 | -4 | -3 | -29 | -33 | -28
CC(C)=CCCC1(C)C=Cc2c(O)c3c(c(CC=C(C)C)c2O1)OC12C(=CC4CC1C(C)(C)OC2(C/C=C(/C)C(=O)O)C4=O)C3=O (configuration not stated) | 71* | 82* | 73* | 15 | 67* | 82* | 69* | 89*
O=C1N[C@@H]2CN(Cc3ccccc3)CC[C@H]2CO1 | 2 | -1 | 1 | 0 | 0 | -4 | 0 | 3
CCN(CC)C(=O)c1ccc(NC(=O)CN2CCc3cc(OC)c(OC)cc3C2)cc1 | 10 | 0 | 40* | 0 | 4 | 11 | 4 | 12
O=C(Cc1cccs1)N1CCN(Cc2nnnn2-c2ccccc2)CC1 | -10 | -2 | -15 | -4 | 0 | -10 | -3 | -4
Cc1cc(C)nc(-n2nc(C)c3c2NC(=O)CSC3c2ccccc2F)n1 (configuration not stated) | 87* | -4 | -6 | 0 | -2 | 2 | 16 | 37*
CN(C)CCc1ccc(O)cc1 | 11 | 1 | 0 | 0 | 4 | 4 | 4 | 0
